Bioassay records: PubChem BioAssay, several laboratories
KLK5 inh: human KLK5 protease inhibitors, primary screen, biochemical, 1536-well. Kallikrein-5 (Homo sapiens), Q9Y337. recombinant hK5, fluorogenic AMC substrate cleavage. inhibition, % at 5 µM. actives 0.59% (n = 210,000);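 active means inhibition of 40% or more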;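 further: 0% = enzyme controls without compound and 100% = no-enzyme blanks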
eIF4E-4G inh: eIF4E–eIF4G protein interaction inhibitors, primary screen, biochemical, uHTS, TR-FRET, eIF4GI fragment; AID 782, 2007; Eukaryotic translation initiation factor 4E (Mus musculus) + Eukaryotic translation …; actives 0.37% (n = 220,000); TR-FRET eIF4E-eIF4GI(517-606) binding, 2 h; inhibition, % at 21.7 µM;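 active means inhibition above about 30%, limit read from the data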;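 further: 0% = full FRET control wells and 100% = background wells lacking eIF4GI fragment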
FXIIa inh 1536: human FXIIa protease inhibitors, primary screen, biochemical, 1536-well; Coagulation factor XII (Homo sapiens), P00748; purified FXIIa, Boc-QGR-AMC fluorogenic substrate, 2 h; inhibition, % at 5 µM; actives 0.3% (n = 220,000); AID 800, 2007; in the data active means inhibition above about 40%;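 further: 0% = enzyme with no compound and 100% = blank without enzyme; many of its hits are not listed in these tables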
Target sequence (P00748 20-372 limits assumed): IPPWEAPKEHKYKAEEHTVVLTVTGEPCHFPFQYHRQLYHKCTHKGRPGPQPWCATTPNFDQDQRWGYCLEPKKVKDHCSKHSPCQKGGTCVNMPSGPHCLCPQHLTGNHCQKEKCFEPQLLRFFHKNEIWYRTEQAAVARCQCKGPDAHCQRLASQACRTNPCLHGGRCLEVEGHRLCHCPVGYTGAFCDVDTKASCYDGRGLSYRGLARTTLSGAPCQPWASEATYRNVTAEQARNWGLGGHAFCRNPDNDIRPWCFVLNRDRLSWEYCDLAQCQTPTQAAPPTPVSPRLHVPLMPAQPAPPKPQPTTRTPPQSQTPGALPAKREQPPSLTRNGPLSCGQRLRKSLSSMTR
Target sequence (P00748 373-615 limits assumed): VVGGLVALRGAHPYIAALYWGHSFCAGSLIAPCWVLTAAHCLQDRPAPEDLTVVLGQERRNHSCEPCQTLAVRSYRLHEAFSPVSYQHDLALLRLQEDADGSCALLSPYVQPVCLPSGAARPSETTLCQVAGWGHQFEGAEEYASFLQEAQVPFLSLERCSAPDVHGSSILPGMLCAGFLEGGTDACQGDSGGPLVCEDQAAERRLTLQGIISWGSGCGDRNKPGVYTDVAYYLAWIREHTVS
p97 ATPase inh: inhibitors of human p97 ATPase, primary screen, biochemical; Transitional endoplasmic reticulum ATPase (Homo sapiens), P55072; recombinant p97 ATPase, Kinase-Glo ATP luminescence, 3 h; inhibition, % at 8 µM; actives 0.42% (n = 220,000); AID 1481, 2009; in the data active means inhibition above about 15%;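 further: 0% = DMSO vehicle and 100% = wells lacking enzyme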
Rad51 HR inh: human RAD51 strand exchange inhibitors, primary screen, biochemical, fluorescence. hRad51 DNA strand exchange, fluorescence dequenching. inhibition, % at 10 µM. actives 0.085% (n = 200,000). AID 1385, 2008;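 active means inhibition above 40% at the single screening dose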;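 further: 0% = DMSO control wells and 100% = blanks with heterologous ssDNA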
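Test system: preformed human Rad51 ssDNA filaments; also added: Donor/quencher-labelled 47-bp dsDNA substrate; doses: 10 µM final, single point; times: 37 °C 15-min filament assembly, 30-min compound preincubation, 15-min exchange; detection: FRET fluorescence dequenching, excitation 485 nm, emission 520 nm; read-out basis: Fluorescence-based percent inhibition, control- and blank-normalised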
FXIa inh 1536: human FXIa protease inhibitors, primary screen, biochemical, 1536-well | Coagulation factor XI (Homo sapiens), P03951 | purified FXIa, Boc-Glu-Ala-Arg-AMC fluorogenic substrate | inhibition, % at 5 µM | actives 0.14% (n = 220,000);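 active means inhibition of at least 40%; inactive means inhibition below 40%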;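 further: fluorescence of freed AMC excited at 355 nm; 0% = enzyme without compound and 100% = no enzyme blank; many of its hits are not listed in these tables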
14-3-3 Bad inh: inhibitors of 14-3-3 zeta/Bad binding, primary screen, biochemical, TR-FRET, bovine 14-3-3 zeta; 14-3-3 protein zeta/delta (Bos taurus), P63103; actives 0.71% (n = 220,000); inhibition, % at 21.7 µM; TR-FRET 14-3-3zeta/Dy647-pBad peptide displacement, 1 h; AID 781, 2007;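 active means inhibition above about 70%, limit read from the data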;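 further: 0% = full 14-3-3 plus peptide FRET controls and 100% = background without 14-3-3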
Mdm2 ligase inh: MDM2-luciferase reporter signal enhancers, primary screen, MDM2 E3 ligase inhibitor project, cell-based, luminescence, 1536-well; E3 ubiquitin-protein ligase Mdm2 (Homo sapiens), Q00987; cell-based MDM2 ubiquitination luciferase reporter, 2 h; 0 = plate control, 100 = twice control, blank-subtracted; signal enhancement, % at 5 µM; actives 0.11% (n = 210,000); AID 1230, 2008;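 active means signal enhancement of 30% or more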;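 further: luminescence tracks abundance of the self-degrading MDM2-luciferase fusion protein; higher signal means inhibition of MDM2 E3 ligase activity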
Target sequence (Q00987 whole entry, looked up, the tested form may be a part): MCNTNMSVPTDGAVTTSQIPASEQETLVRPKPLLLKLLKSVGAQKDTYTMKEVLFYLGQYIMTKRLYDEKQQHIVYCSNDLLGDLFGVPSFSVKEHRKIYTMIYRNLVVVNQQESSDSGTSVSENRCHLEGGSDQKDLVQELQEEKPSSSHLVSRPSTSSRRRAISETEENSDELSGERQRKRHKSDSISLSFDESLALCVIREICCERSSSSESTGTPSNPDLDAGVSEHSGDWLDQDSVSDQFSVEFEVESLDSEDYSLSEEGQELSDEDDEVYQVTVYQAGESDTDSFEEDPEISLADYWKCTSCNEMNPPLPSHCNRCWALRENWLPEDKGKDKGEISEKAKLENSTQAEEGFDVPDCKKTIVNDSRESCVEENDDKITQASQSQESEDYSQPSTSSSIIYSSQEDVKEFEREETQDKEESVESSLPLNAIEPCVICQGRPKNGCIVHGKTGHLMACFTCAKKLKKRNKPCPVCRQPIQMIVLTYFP
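System: stable MDM2–luciferase fusion reporter cells / Input: 2000 cells seeded into each well / Schedule: 4 h settle plus 2 h compound, 37 °C / Compound: single-point 5 µM / Buffer or medium: cells held in DMEM / Benchmarks: control and blank well means / Evaluation: percent signal gain over controls, blank-subtracted / Measured by: luciferase luminescence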
Wee1 stabilizer: Wee1 degradation inhibitors, primary screen, cell-based, HeLa, Wee1K328M-luciferase, luminescence. Wee1-like protein kinase (Homo sapiens), P30291. reporter increase, % at 5 µM. actives 1.2% (n = 220,000). HeLa Luc-Wee1K328M stability; 100% = proteasome inhibitor MG132 effect;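 active means activation above the mean of all tested compounds plus 3 SD, set per screening run, cut at about 8.8% in these data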;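 further: cells exposed to compound for 20 h before luminescence read; 0% = DMSO alone and 100% = MG132 at 30 µM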
An asterisk follows results filed as active; x = no result given; [ ] = dose if it differs, or a comment. Compounds were not picked by outcome; 3.5% or so of the library scored in one or more.

SMILES | KLK5 inh | eIF4E-4G inh | FXIIa inh 1536 | p97 ATPase inh | Rad51 HR inh | FXIa inh 1536 | 14-3-3 Bad inh | Mdm2 ligase inh | Wee1 stabilizer
Cc1ccc(CC(=O)c2ccc(Cl)cc2)cc1 | 3 | 6 | 4 | 3 | 14 | 11 | 8 | -10 | -1
CCOc1c(Br)ccc2c1sc1nc[nH]c(=O)c12 | -5 | 1 | 17 | 0 | x | 3 | 13 | -10 | -3
Cc1cc2cc(OCC(=O)O)ccc2n1C | -17 | -1[fluorescence artefact?] | 2 | 3 | -31 | -4 | 7[fluorescence artefact?] | -3 | 5
Nc1c(C(=O)NCCN2CCOCC2)c2nc3ccccc3nc2n1CCc1ccccc1F | -138 | 13 | -9 | -6 | 3 | -14 | -3 | -23 | 2
COc1ccc(NCC(=O)N2CCCC2)cc1Cl | 5 | 1 | 12 | 6 | -17 | 2 | -6 | -1 | 2
Cc1ccc(N2CCN(C(=S)Nc3ccccc3)CC2)cc1 | 0 | 10 | 2 | 2 | -107 | -4 | -6 | 0 | 3
Cc1cccc(NC(=O)C(C)n2cc([N+](=O)[O-])cn2)n1 (stereo not drawn) | -9 | 2 | 7 | 2 | -8 | -3 | -16 | -2 | -1
CCCCc1ccc(S(=O)(=O)NC2CCS(=O)(=O)C2)cc1 (stereo not drawn) | -4 | 3 | 3 | 7 | -22 | -8 | 0 | -26 | 3
O=C(CSc1nccn1-c1ccccc1)NCc1ccc2c(c1)OCO2 | -5 | -2 | 18 | 2 | 6 | 4 | -2 | -11 | 0
C(=N\Nc1nc(Nc2ccccc2)nc(N2CCOCC2)n1)/c1c[nH]c2ccccc12 | -15 | 14 | 11 | 7 | 1 | 3 | -9 | -15 | -3
CCN(CC)CCC(c1cc(OC)c(OC)c(OC)c1)c1c(OC)cc(OC)c2c(C)cc(=O)oc12 (stereo not drawn) | 7 | 1 | 14 | x | -5 | 4 | -4 | 2 | x
O=C(CSc1nnc(-c2ccccn2)n1Cc1ccccc1)N1CCOCC1 | 1 | 1 | 5 | 3 | 4 | -1 | -12 | -4 | 5
OCCNC(=S)NCCc1ccccc1 | -5 | -4 | 10 | -7 | x | 7 | -12[fluorescence artefact?] | x | -1
CCNC(=O)COC(=O)c1ccc(-n2nc(C)cc2C)cc1 | -14 | 0 | 11 | 6 | -5 | 2 | -17 | -6 | -3
O=C(CN1CCOCC1)NN1CC(=O)N(c2ccc(Cl)cc2)CC1=O | 10 | 1 | 6 | 1 | -9 | -6 | 1 | -11 | -1
COc1ccc(CCNC(=O)CSCc2ccc([N+](=O)[O-])cc2)cc1 | -4 | 3 | -2 | -2 | -8 | -6 | -3 | -5 | 4
CNC(=O)c1csc(-c2ccc(Cl)cc2)n1 | 3 | -5 | x | 0 | 1 | -1 | -11 | -8 | 2
Cc1ccc(/C=C2\SC(=S)N(CC3CCCO3)C2=O)o1 (stereo not drawn) | 6 | 6 | 10 | -3 | -76 | -3 | 6 | -7 | 1
CC1CCN(c2nc(CN3CCCCC3)nc3scc(-c4ccccc4)c23)CC1 | -5 | -6 | 9 | 2 | -2 | -4 | -11 | -13 | 4
Cc1ccc(N(CC(=O)NCc2ccncc2)S(C)(=O)=O)cc1Cl | 3 | 2[fluorescence artefact?] | 14 | 1 | -5 | 2 | 5[fluorescence artefact?] | 6 | 2
Cc1cc(Oc2ccccc2)nc2ccc(O)cc12 | -9 | -2[fluorescence artefact?] | 5 | x | x | -8 | -6 | 4 | x
O=C(CN1CCN(Cc2ccc(Cl)cc2)CC1)N/N=C/c1cccs1 | -2 | -5 | 6 | -1 | x | -3 | -4 | -5 | 5
O=C(Nc1ccc2c(c1)OCO2)C(c1ccc(Cl)cc1)N1CCN(C(=O)c2ccco2)CC1 (stereo not drawn) | -14 | -4 | 12 | 4 | 9 | 2 | -2 | -10 | 0
COc1ccc(CCn2c(C)cc(C(=O)CSc3nnc(N)s3)c2C)cc1 | -12 | -15 | 11 | 3 | x | -6 | -14 | -29 | -3
COc1ccc(C2C(C(=O)N3CCN(c4ccccn4)CC3)CCC(=O)N2c2cc(OC)c(OC)c(OC)c2)cc1 (stereo not drawn) | -6 | -1 | 5 | 2 | 9 | -3 | -6 | -8 | 1

Full records as entered above. Screens in order: KLK5 inh, eIF4E-4G inh, FXIIa inh 1536, p97 ATPase inh, Rad51 HR inh, FXIa inh 1536, 14-3-3 Bad inh, Mdm2 ligase inh, Wee1 stabilizer
O=C(CN1CCN(Cc2ccc(Cl)cc2)CC1)N/N=C/c1cccs1 in the list: -2, -5, 6, -1, x, -3, -4, -5, 5
O=C(CN1CCOCC1)NN1CC(=O)N(c2ccc(Cl)cc2)CC1=O in the list: 10, 1, 6, 1, -9, -6, 1, -11, -1
O=C(CSc1nccn1-c1ccccc1)NCc1ccc2c(c1)OCO2 in the list: -5, -2, 18, 2, 6, 4, -2, -11, 0
OCCNC(=S)NCCc1ccccc1 in the list: -5, -4, 10, -7, x, 7, -12[fluorescence artefact?], x, -1

Next section:
SMILES | KLK5 inh | eIF4E-4G inh | FXIIa inh 1536 | p97 ATPase inh | Rad51 HR inh | FXIa inh 1536 | 14-3-3 Bad inh | Mdm2 ligase inh | Wee1 stabilizer
C=CCNCCCOc1ccc(C(C)(C)c2ccccc2)cc1 | -5 | 5 | 12 | -1 | 19 | 12 | 62[fluorescence artefact?] | 5 | 13*
COc1ccc(COc2cccnc2N)cc1 | 3 | 2 | 10 | 6 | 22 | 10 | -1 | -35 | 3
CC(C)(C)c1cc2cccnc2n1Cc1ccccc1 | -12 | -11 | 5 | -2 | 6 | 18 | 7 | -9 | 1
Cc1ccc(Nc2cc(C)c3ccc(O)cc3n2)cc1C | -2 | -1 | 6 | -1 | 5 | -2 | -8 | -20 | 1
CCOC(=O)C1CCN(S(=O)(=O)c2cccc(-c3cn4cccc(C)c4n3)c2)CC1 | -5 | 9 | 6 | -4 | 10 | 1 | -14 | 1 | 0
CCOC(=O)c1cnc(-c2ccccc2)nc1Oc1ccc(Cl)c(Cl)c1 | 65* | -4[fluorescence artefact?] | 5 | -2 | -3 | 7 | 4 | -11 | 3
CCN(CC)S(=O)(=O)c1ccc2oc(SCC(=O)NCc3ccccc3)nc2c1 | 1 | 1 | 10 | 0 | 0 | -2 | -4 | -15 | 0
CCOC(=O)c1cnn(-c2c(Cc3ccccc3)c(C)nc3c(-c4ccccc4)c(C)nn23)c1N | 0 | -4 | -3 | -6 | 4 | -9 | -1 | -15 | -1
COc1ccc(Nc2nc3ccccc3c(=O)[nH]2)cc1 | 2 | 4 | 6 | 7 | -3 | 1 | -1 | -12 | -3
Cc1ccccc1NS(=O)(=O)c1cc(C(=O)Nc2ccccc2-c2ccccc2)ccc1Cl | -16 | -16 | 3 | -2 | -1 | -8 | -1 | 4 | 2
NS(=O)(=O)c1cccc(NS(=O)(=O)c2ccc(/C=C/C(=O)O)cc2)c1 | 5 | -2 | 4 | 6 | 21 | 4 | 5 | -8 | -1
CCOc1cc(NC(=O)c2ccco2)c(OCC)cc1NC(=O)c1cc(OC)c(OC)c(OC)c1 | 6 | 2 | -11 | -1 | -9 | -6 | 5 | -36 | 2
Nc1ccccc1OCCOCCOc1ccccc1N | 8 | -1 | 20 | 0 | 3 | 13 | -11 | -13 | 2
O=S(=O)(Nc1ccc(-n2cccc2)cc1)c1ccc(Cl)c(Cl)c1 | -2 | 6 | 8 | -10 | 4 | 2 | -3 | -2 | 0
CC(/C=N\Nc1nnc2c(n1)[nH]c1c(C)cccc12)=C\c1ccco1 | -1 | -24[fluorescence artefact?] | 11 | 1 | -6 | 0 | 48[fluorescence artefact?] | -1 | 1
CCOC(=O)C1(Cc2ccc(Cl)cc2)CCN(C(=O)CCc2ccncc2)CC1 | x | 2 | 3 | 0 | x | -3 | -7 | 8 | 0
CC(C)N1CCN(Cc2nc(-c3ccccc3)cs2)CC1CCO (stereo not drawn) | x | -1 | 12 | 0 | 8 | 5 | -13 | 1 | -1
CC(Oc1ccccc1F)C(=O)NCCN1CCCCC1 (stereo not drawn) | -24 | -7 | 5 | 1 | 6 | -4 | 4 | -8 | 6
Cn1cnc([N+](=O)[O-])c1SCC(O)CN1CCCCC1 (stereo not drawn) | -4 | -2 | 0 | 1 | 5 | -3 | -1 | -13 | -2
O=C(Nc1ccc(N2CCN(C(=O)c3ccco3)CC2)cc1)C(c1ccccc1)c1ccccc1 | -13 | -6 | 17 | 2 | -3 | 4 | -12[fluorescence artefact?] | -17 | -1
CCOC(=O)C1Cn2c(nc3c(c2=O)C(C)(C)Cc2ccccc2-3)S1 (stereo not drawn) | -28 | -4 | 0 | -6 | 5 | -10 | -5 | -25 | -3
N=c1c2c3c(sc2ncn1CCCN1CCOCC1)CCCCC3 | -1 | 6 | -19 | 3 | -1 | 2 | -6 | -23 | -2
O=C(c1ccc2ccccc2c1)N1CCN(c2ccc(O)cc2)CC1 | -93 | 8 | 10 | 3 | -3 | -4 | 1 | 5 | -1
COc1cc(Br)c(S(=O)(=O)Nc2c(C)n(C)n(-c3ccccc3)c2=O)cc1OC | -2 | 5 | -5 | -1 | 6 | -8 | 6 | -4 | 1
O=C(NC1CCCCC1)C(c1cccs1)N(Cc1cccs1)C(=O)c1cccs1 (stereo not drawn) | -3 | 1 | 4 | -2 | -2 | 1 | 3 | -4 | 0
CCOC(=O)C(CC)n1cnc2c(nnn2-c2ccc(OC)cc2)c1=O (stereo not drawn) | -10 | 0[fluorescence artefact?] | 5 | 4 | 6 | -2 | 12[fluorescence artefact?] | -4 | -2
Cc1cc(C(=O)CN2C(=O)NC3(CCCc4ccccc43)C2=O)c(C)n1Cc1ccco1 (stereo not drawn) | -23 | 0 | 6 | 0 | 2 | 8 | -2 | -13 | -2
Cc1ccc(S(=O)(=O)N(C)Cc2ccc(C(=O)NN=C(CC(C)C)CC(C)C)cc2)cc1 | -18 | 4 | 9 | 3 | 7 | 1 | 5 | -5 | 0
C/C(CC(=O)Nc1cc(C)ccn1)=N\NC(=O)C(=O)Nc1cccc(C)c1 | -20 | -6 | 9 | 5 | 8 | 5 | -16[fluorescence artefact?] | -8 | 1
Cc1ccc(C(C(=O)NCc2ccco2)N(C(=O)CNC(=O)c2cccs2)c2ccc(C)cc2C)cc1 (stereo not drawn) | -10 | -7[fluorescence artefact?] | 17 | 2 | -4 | -1 | -1 | 5 | 2
